esBAF inh – blocks esBAF chromatin remodeling in mouse ES cells; Bmi1-luciferase knock-in reporter, 24 h; 100% = twice the neutral-well signal; 350,000 compounds, 2% hits; reporter increase, % at 12.5 µM; in the data active = activation above about 40%;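 note: 0% = median of the plate's neutral control wells and 100% = double that signal; a rise in the Bmi1 reporter signal indicates esBAF inhibition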
XiGFP reactiv – X-chromosome reactivation activator. XiGFP mouse fibroblasts, % GFP-positive cells imaging, 3 d; cells co-treated with 5-aza-dC sensitizer; scaled so ellipticine positive control = 100%. activation, % at 7.58 µM. 360,000 compounds, 0.055% hits. AID 743238;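 active = mean normalized replicate activation at least 10% and every replicate at or above 10%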;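 note: 0% = median of on-plate neutral control wells and 100% = ellipticine 6 µM median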
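System: SV40-immortalized XiGFP fibroblast cells, line 68-5-11 / Incubation: 3-day compound exposure, then 15 min fixation at room temperature / Compound: single concentration per compound, delivered by pin transfer / Buffer or medium: DMEM plus 5-aza-dC sensitizer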
F508del corr – CFTR F508del correction in bronchial cells; 350,000 compounds, 0.36% hits; AID 720511; CFBE cells, YFP halide quenching; stimulated with forskolin plus potentiator P3; % fluorescence drop versus neutral controls; activity (quench increase), % at 7.58 µM;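 active = mean added fluorescence quench of at least 8% versus neutral control, with both replicates also reaching 8%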;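 note: cells transiently co-express mutant CFTR-F508del with the halide-sensitive YFP; corrector assay measuring rescue of mutant channel to the surface after 24 h compound exposure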
ERAP1 HTS inh – blocks human ERAP1 aminopeptidase activity | 340,000 compounds, 0.15% hits | AID 652197 | inhibition, % at 10.7 µM | Q9NZ08 | recombinant ERAP1, Leu-AMC fluorescence, 60 min;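 active = mean replicate inhibition of at least 30%, or all replicates individually reaching that 30% level; inactive = mean below 30% and not every replicate reaching it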;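 note: 0% = neutral control wells and 100% = L-leucinethiol positive control wells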
RAD52 anneal inh – blocks human RAD52 DNA annealing; inhibition, % at 18.7 µM; AID 651710; 360,000 compounds, 0.46% hits; recombinant RAD52 DNA annealing, FRET fluorescence; P43351;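 active = every replicate showing at least 50% inhibition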
ARNT-TACC3 inh – disrupts binding between human ARNT and TACC3; inhibition, % at 9.99 µM; Q9Y6A5; 390,000 compounds, 0.66% hits; AlphaScreen His-ARNT PAS-B/GST-TACC3 binding, luminescence; TACC3 fragment carries E629A point mutation;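 active = mean inhibition of replicates at least 50% and at least half of replicates each reaching 50%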;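 note: 0% = complete ARNT plus TACC3 wells and 100% = ARNT alone without TACC3; many hits fall short of the cut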
RAD54 branch – inhibitors of human RAD54 branch migration; Q92698; inhibition, % at 10.4 µM; RAD54 Holliday junction branch migration, FAM/BHQ fluorescence; 360,000 compounds, 0.14% hits; AID 602329;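 active = mean normalized replicate activity at least 40 and at least half of replicates scoring 40 or more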;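 note: 0% = median of neutral control wells and 100% = median of positive control wells; inhibitors cause a drop in the FAM fluorescence signal; in these data hits start at about 50%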
Target sequence (Q92698 whole entry, looked up): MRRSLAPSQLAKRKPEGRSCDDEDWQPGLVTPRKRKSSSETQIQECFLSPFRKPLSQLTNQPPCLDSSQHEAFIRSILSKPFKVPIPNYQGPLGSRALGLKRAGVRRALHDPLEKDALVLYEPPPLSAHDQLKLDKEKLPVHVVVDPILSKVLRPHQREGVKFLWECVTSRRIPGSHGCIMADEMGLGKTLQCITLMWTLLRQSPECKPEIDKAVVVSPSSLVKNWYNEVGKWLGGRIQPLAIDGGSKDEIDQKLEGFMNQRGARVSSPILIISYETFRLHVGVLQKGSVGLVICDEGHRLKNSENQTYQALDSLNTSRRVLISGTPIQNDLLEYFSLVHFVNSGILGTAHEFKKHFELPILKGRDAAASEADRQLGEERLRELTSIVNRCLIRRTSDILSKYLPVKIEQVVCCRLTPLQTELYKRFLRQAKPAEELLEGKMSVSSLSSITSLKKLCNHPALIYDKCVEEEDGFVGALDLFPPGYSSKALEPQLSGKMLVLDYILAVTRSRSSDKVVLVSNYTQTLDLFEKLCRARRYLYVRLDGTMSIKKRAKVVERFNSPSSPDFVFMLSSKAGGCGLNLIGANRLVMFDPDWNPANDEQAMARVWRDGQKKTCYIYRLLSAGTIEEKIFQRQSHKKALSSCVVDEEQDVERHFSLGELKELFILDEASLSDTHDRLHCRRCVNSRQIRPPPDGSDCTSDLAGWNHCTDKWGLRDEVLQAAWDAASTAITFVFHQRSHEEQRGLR
INS-1E GSIS act – GLuc luminescence reporter in INS-1E cells, primary screen for activators of glucose-dependent secretion of insulin. 370,000 compounds, 0.61% hits. INS-1E GLuc reporter insulin secretion, 2-3 h. AID 743287. activation, % at 16.6 µM;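 active = lowest replicate activation of at least 40%, so every replicate reaches that level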;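 note: 0% = median of neutral control wells and 100% = median of IBMX positive control wells; some compounds called inactive have numbers as strong as hits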
Starred values were filed as active, the others as inactive; · = no result given.

SMILES | esBAF inh | XiGFP reactiv | F508del corr | ERAP1 HTS inh | RAD52 anneal inh | ARNT-TACC3 inh | RAD54 branch | INS-1E GSIS act
O=C(COc1ccc(-c2ccccc2)cc1)N/N=C/c1cccnc1 | -5.3 | 0.0 | -4.6 | -1.7 | -3.3 | 0.4 | 0.5 | 2.8
Cc1cc(Br)cn2c(Cc3ccccc3C(F)(F)F)c(-c3ccc(F)cc3)nc12 | · | -0.1 | 0.6 | -1.5 | -59.1 | · | · | 3.7
CCCCNS(=O)(=O)c1cccc(NC(=O)[C@@H]2O[C@H](CO)[C@H](O)[C@H](O)[C@H]2O)c1 | -1.0 | 0.1 | 1.4 | -3.6 | -9.3 | · | 5.6 | ·
CCC(=O)N1CCCCN2[C@@H](CO)[C@H](c3ccc(-c4cccc(C#N)c4)cc3)[C@@H]2C1 | 1.0 | 0.0 | 2.5 | 0.0 | -2.5 | -7.9 | 7.5 | -1.4
CC1CCCCN1C(=O)CCc1nnc(Cc2c[nH]c3ccccc23)o1 (configuration not stated) | · | 0.2 | -2.0 | -4.2 | -12.1 | -4.6 | · | -0.5
CCCCOC(=O)c1ccccc1N1C(=O)C2C3CCC(C3)C2C1=O (configuration not stated) | 2.6 | 0.2 | -1.0 | -0.7 | -13.7 | -2.4 | -9.7 | ·
Cc1noc(C)c1NC(=O)Nc1cccc2c1O[C@@H](CN(C)C(=O)Nc1ccccc1)[C@H](C)CN([C@H](C)CO)C2=O | -2.4 | -0.9 | 0.1 | 3.5 | -4.0 | -12.7 | 5.0 | 0.3
CC1CCCN(S(=O)(=O)c2cccc([N+](=O)[O-])c2)C1 (configuration not stated) | -12.2 | 0.0 | -0.6 | -1.2 | -13.4 | 1.3 | 3.1 | -19.3
CSC1=N/C(=C\c2ccc(Br)o2)C(=O)S1 | -2.6 | · | · | · | · | 6.9 | 3.1 | -26.3
CC(C)c1nnc(NC(=O)c2nc(S(=O)(=O)Cc3ccccc3)ncc2Cl)s1 | -38.3 | 0.5 | 2.4 | 0.5 | -12.4 | 0.8 | 8.0 | 9.8
COC(=O)C(C(=O)OC)[C@@H]1C=C[C@H](C[N+](=O)[O-])N(C(C)=O)C1 | -1.7 | 0.2 | 3.6 | -2.7 | -7.0 | 7.5 | -4.9 | -2.5
CS(=O)(=O)N1CCc2cc(C(=O)Nc3ccc(Br)cc3)ccc21 | 47.6* | -0.1 | 4.1 | -2.0 | -2.8 | 5.1 | 7.9 | ·
CC1CN(CCC(=O)Nc2ccccc2F)CC(C)O1 (configuration not stated) | -7.6 | -0.1 | -0.6 | -0.3 | 4.4 | -7.6 | 1.7 | ·
CCn1cc2nc(SCC(=O)Nc3ccc(F)cc3F)n(Cc3ccccc3)c(=O)c2n1 | 1.6 | 0.1 | 4.2 | -0.8 | -10.8 | -0.1 | -2.4 | -20.3
C[C@@H]1CN([C@H](C)CO)C(=O)c2cc(-c3ccccc3)cnc2O[C@H]1CN(C)C(=O)Cc1ccccc1 | -1.9 | -0.4 | 1.2 | 0.3 | 2.7 | -3.0 | -1.5 | 0.3
CC(NC(=O)c1ccc(Br)o1)C1CC2CCC1C2 (configuration not stated) | · | 0.0 | -1.5 | 0.2 | -6.6 | 0.7 | -10.1 | -16.9
COc1ccccc1OCCNC(=O)CN1C(=O)NC2(CCCCC2)C1=O | 0.2 | 0.0 | 4.2 | 0.8 | -10.9 | · | 1.7 | -1.4
Cc1cccc(NC2=CC(=O)CC(C)(C)C2)c1C | · | 0.3 | -1.5 | 1.4 | -2.4 | -2.8 | · | -17.3
CCn1c(SCC(=O)Nc2ccccc2C)nc2nc3c(cc2c1=O)COC(C)(C)C3 | · | 0.3 | -0.7 | 0.4 | -1.0 | 11.8 | · | 11.3
COCC(=O)N1[C@H](CO)[C@H]2c3ccccc3N(C(=O)c3cccc(OC)c3)C[C@H]21 | -2.2 | 0.3 | -1.5 | 1.3 | 6.3 | -16.6 | -32.3 | 3.1
O=C(Nc1ccc2c(c1)OCCO2)C(C1CC1)N1CCC(Cc2ccccc2)CC1 (configuration not stated) | -12.5 | 0.1 | -3.9 | -2.5 | -8.2 | · | 4.1 | -29.6
CCS(=O)(=O)N[C@H]1C=C[C@@H](CC(=O)NC2Cc3ccccc3C2)O[C@@H]1CO | 1.0 | 0.2 | 1.1 | 1.8 | -28.6 | -2.5 | -4.9 | 11.9
Cc1cc(CNC(=O)CC2C(=O)NCCN2Cc2ccc(-c3ccccc3)cc2)nn1C (configuration not stated) | 4.2 | 2.6 | 1.6 | -2.5 | -18.6 | 1.6 | 4.2 | 18.4
O=C(O)c1ccc(C=NN=Cc2ccco2)cc1 | · | 0.1 | -0.7 | 1.9 | -4.1 | -4.0 | · | 4.6
COC(CCN(C)C)(c1ccccc1)c1ccccc1 | -2.2 | · | -1.8 | 3.6 | -10.8 | 1.2 | 9.6 | 8.7

The list goes on; it opens with the 2 that closed the last part.
SMILES | esBAF inh | XiGFP reactiv | F508del corr | ERAP1 HTS inh | RAD52 anneal inh | ARNT-TACC3 inh | RAD54 branch | INS-1E GSIS act
O=C(O)c1ccc(C=NN=Cc2ccco2)cc1 | · | 0.1 | -0.7 | 1.9 | -4.1 | -4.0 | · | 4.6
COC(CCN(C)C)(c1ccccc1)c1ccccc1 | -2.2 | · | -1.8 | 3.6 | -10.8 | 1.2 | 9.6 | 8.7
Cc1ccc[n+](-c2nc([O-])sc2/C=N/Nc2ccc([N+](=O)[O-])cc2)c1 | · | 0.0 | -1.2 | 2.8 | -17.4 | 1.7 | -0.9 | 1.9
O=C(CC1SCCNC1=O)Nc1cccc([N+](=O)[O-])c1 (configuration not stated) | · | -0.1 | 0.8 | · | -18.0 | 1.0 | · | 1.4
C[C@@H]1CN([C@@H](C)CO)C(=O)c2cc(NC(=O)CCCN(C)C)ccc2O[C@@H]1CN(C)Cc1ccc(C(=O)O)cc1 | 2.3 | 0.3 | -1.1 | 0.8 | -18.9 | -0.9 | 5.0 | -2.1
C[C@@H]1CN([C@H](C)CO)C(=O)CCCn2cc(nn2)CO[C@@H]1CN(C)C(=O)c1cc(-c2ccccc2)on1 | 0.8 | -0.3 | 0.3 | · | · | · | · | -1.6
CCOc1ccc(CCNC(=O)CCC(=O)N2CCOc3ccccc32)cc1OCC | 4.7 | 0.0 | -0.5 | 3.9 | -3.1 | 1.6 | -7.7 | -1.5
CCOc1ccc(-c2c(C(=O)N/N=C/C3CCCCC3)nnn2-c2nonc2N)cc1 | -3.4 | 0.0 | 2.2 | -0.2 | -5.8 | 9.6 | 5.7 | -9.8
O=S(Cc1ccccc1)Cc1ccccc1 | 3.4 | · | 2.5 | -0.8 | -10.3 | -7.4 | 12.0 | ·
CC(C)c1ccc(S(=O)(=O)/N=C2\C=C(NS(=O)(=O)c3ccccc3)C(=O)c3ccccc32)cc1 | -11.2 | 0.1 | -0.8 | -2.5 | -2.1 | 46.6* | 0.8 | -8.0
O=C1CSC(c2ccccc2Br)N1c1ccc(Cl)cn1 (configuration not stated) | · | 0.1 | 0.6 | 3.2 | 3.4 | -5.1 | · | 14.3
COc1ccccc1-c1nnc(NC(=O)CCS(=O)(=O)c2ccc(F)cc2)o1 | 4.9 | 0.6 | · | -8.7 | -8.4 | · | 2.9 | ·
CC(=O)NC(Cc1c[nH]c2ccccc12)C(=O)O (configuration not stated) | 2.3 | · | -2.4 | 2.2 | 6.7 | -3.8 | 2.5 | 11.5
CCOc1cc(C2C(C(=O)OC(C)C)=C(C)NC3=C2C(=O)CCC3)cc([N+](=O)[O-])c1O (configuration not stated) | · | 0.0 | · | 1.4 | -15.4 | 4.8 | · | 7.3
C[C@@H]1CCCCO[C@H](CN(C)S(=O)(=O)c2ccc(F)cc2)[C@@H](C)CN([C@@H](C)CO)C(=O)c2cc(NS(=O)(=O)c3ccc(Cl)cc3)ccc2O1 | -1.3 | 0.0 | 0.0 | 0.1 | -0.7 | 14.6 | -4.3 | -1.2
Fc1ccc2c(c1)C1OCCCC1C(c1ccccc1)N2 (configuration not stated) | 6.0 | -0.1 | -10.2 | 0.5 | 0.4 | -3.3 | 2.6 | -14.5
CC1(C(=O)NS(=O)(=O)c2ccccc2)CCN1C(=O)Cc1ccccc1Cl (configuration not stated) | 3.4 | 0.0 | -0.6 | -0.9 | -1.7 | · | 11.7 | 2.5
CCOc1ccc(OCC(=O)OCC(=O)N2CCN(S(=O)(=O)c3ccc(C)cc3C)CC2)cc1 | -2.8 | 0.7 | -2.8 | -1.5 | -5.7 | 2.2 | 4.0 | 10.9
Cc1noc(C)c1NC(=O)Nc1ccc2c(c1)CC(=O)N([C@@H](C)CO)C[C@H](C)[C@@H](CN(C)Cc1ccc(C(=O)Nc3ccccc3N)cc1)O2 | · | -0.3 | -1.2 | -1.6 | -5.1 | · | · | 15.8
CC(Nc1cccc(F)c1)C(=O)Nc1ccc(S(N)(=O)=O)cc1 (configuration not stated) | · | 0.6 | -0.6 | -2.1 | -7.9 | -0.8 | · | -10.8
Cn1c(NC(=O)c2ccc(S(=O)(=O)N3CCCCC3)cc2)cc(=O)n(C)c1=O | -3.7 | -0.2 | · | · | · | 15.5 | 2.8 | 34.1
OC[C@@H]1Nc2ccc(-c3ccccc3)cc2[C@@H]2[C@H]1CCN2Cc1ccccc1F | -1.3 | 0.0 | 1.2 | · | · | 7.9 | 7.0 | 24.4
COc1ccc(Br)cc1CN(C)C(=O)C1CC(=O)N(C2CCCC2)C1 (configuration not stated) | 3.3 | 0.0 | 3.2 | 2.0 | -1.5 | -2.1 | -3.3 | 19.2
C=CC[C@H](CC(=O)OC(C)(C)C)C(=O)OC[C@@H]1CCCN1C(=O)[C@@H](CC=C)CC(=O)N[C@H](CO)Cc1ccccc1 | -1.6 | 0.1 | -1.7 | -0.4 | -12.9 | 3.7 | -5.5 | -25.4
O=C(NCc1ccccn1)C1CCC(=O)N(Cc2ccc(Cl)cc2)C1 (configuration not stated) | -3.2 | 0.0 | 0.0 | -5.5 | -13.5 | 4.1 | -13.6 | 15.7
Nc1nc(Nc2ccccc2F)nc(N2CCCC2)c1[N+](=O)[O-] | 69.9* | 0.1 | 3.4 | 3.5 | -16.1 | 5.1 | -5.6 | -10.4
O=C(C1CCC1)N1CCc2cc(S(=O)(=O)NC3CCCc4ccccc43)ccc21 (configuration not stated) | 13.5 | · | 0.6 | -0.6 | -7.9 | -15.7 | 2.8 | 2.7
Cc1cc(C)nc(SCCN2CCCCC2)n1 | · | 0.1 | -2.7 | · | -9.0 | -3.2 | · | 6.3
COc1ccccc1CNC(=O)C[C@@H]1C[C@@H]2c3cc(NC(=O)Cc4ccncc4)ccc3O[C@@H]2[C@H](CO)O1 | -0.1 | 0.1 | -0.7 | 1.5 | -7.4 | 40.9* | 7.6 | -27.9
COc1ccc(Nc2nc(C(=O)NCc3ccco3)cs2)cc1 | · | 0.0 | -1.4 | -3.0 | -18.6 | -12.3 | -1.4 | ·
COc1ccc(NC(=O)Nc2cccc3c2O[C@@H](CN(C)C)[C@@H](C)CN([C@@H](C)CO)C3=O)cc1 | 0.7 | 0.0 | 1.4 | 0.5 | -1.5 | -1.9 | 13.3 | 5.0
CC(C)C#Cc1ccc2c(c1)O[C@@H](CN(C)Cc1ccncc1)[C@H](C)CN([C@@H](C)CO)S2(=O)=O | 6.8 | -0.2 | -2.6 | · | · | -2.1 | 1.9 | -4.2

Compound activity from PubChem.
